# Source: PubChem BioAssay
# GCN5L2 inh = blocks human GCN5L2 histone acetyltransferase; 390,000 tested, 0.21% active; Q92830; Potency, µM (series often up to 58.9 µM), for inactives: top-dose activity change, negative = inhibition, most hits filed as inhibitors; GCN5L2 HAT assay, ThioGlo1 CoA-SH fluorescence
# Target sequence (Q92830 whole entry, looked up): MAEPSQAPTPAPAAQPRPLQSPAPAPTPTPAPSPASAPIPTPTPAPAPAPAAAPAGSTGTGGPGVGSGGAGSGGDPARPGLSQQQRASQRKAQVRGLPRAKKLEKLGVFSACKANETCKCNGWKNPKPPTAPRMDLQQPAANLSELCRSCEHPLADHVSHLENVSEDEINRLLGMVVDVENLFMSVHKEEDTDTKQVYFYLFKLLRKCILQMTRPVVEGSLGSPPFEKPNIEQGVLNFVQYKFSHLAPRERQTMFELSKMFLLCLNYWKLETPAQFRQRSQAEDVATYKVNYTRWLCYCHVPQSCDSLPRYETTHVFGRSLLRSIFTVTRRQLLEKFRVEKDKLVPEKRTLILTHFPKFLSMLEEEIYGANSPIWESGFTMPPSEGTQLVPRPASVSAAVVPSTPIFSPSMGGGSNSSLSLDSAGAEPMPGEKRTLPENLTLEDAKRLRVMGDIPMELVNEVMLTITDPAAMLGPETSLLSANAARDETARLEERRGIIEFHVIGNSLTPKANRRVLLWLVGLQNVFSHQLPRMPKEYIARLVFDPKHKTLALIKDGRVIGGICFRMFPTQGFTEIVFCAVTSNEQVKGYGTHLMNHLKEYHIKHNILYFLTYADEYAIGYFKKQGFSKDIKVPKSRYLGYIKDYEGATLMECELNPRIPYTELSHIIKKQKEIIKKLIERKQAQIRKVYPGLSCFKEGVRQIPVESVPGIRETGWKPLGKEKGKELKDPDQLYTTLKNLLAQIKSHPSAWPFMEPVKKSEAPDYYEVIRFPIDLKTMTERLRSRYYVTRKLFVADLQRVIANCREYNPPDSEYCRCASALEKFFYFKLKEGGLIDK
#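 ThioGlo1-coupled HAT assay: 20nM GCN5L2, 70uM acetyl-CoA, 75uM H3(1-25) peptide, pH 7.5. Fluorescence read at 340/540nm at start and after 20 min at room temperature.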
# TDP1 inh = blocks human tyrosyl-DNA phosphodiesterase 1 | recombinant TDP1, AlphaScreen DNA substrate cleavage | Potency, µM (titrated, usually from 130 µM), for the others: at the highest dose activity change, negative = inhibition, usual class: inhibitors | 350,000 tested, 0.28% active | AID 485290; further: nearly all actives have a fitted effect of over 40% in size
#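 E. coli-derived human Tdp1, 1 nM final. Cpd preinc 15 min RT; substrate 15 nM final, 5 min RT; AS bead mix 10 ug/ml final, 10 min RT. Signal loss = tyrosine-FITC cleavage. No-enzyme wells = max signal.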
# DT40 TDP1 no CPT = qHTS for Inhibitors of human tyrosyl-DNA phosphodiesterase 1 (TDP1): qHTS in cells in absence of CPT; Potency, µM (highest dose often 46.2 µM), for inactives: top-dose activity change, negative = growth inhibition, most hits filed as inhibitors; 420,000 tested, 15% active; DT40 Tdp1-/- hTDP1 cells, no CPT, ATP luminescence, 48 h; further: nearly all actives have a fitted effect of over 55% in size
#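 DT40 Tdp1-/-;hTDP1 cells, no CPT (DMSO vehicle only), 400 cells/well; compounds pin-transferred; ≥48 hr, 37 °C; CellTiter-Glo 30 min RT dark, luminescence read.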
# Numbers without * were called inactive; ? = inconclusive; . = no result given; & = joins results of further samples; [ ] = another dose, or the depositor's remark. The call rests on the fitted dose curve; in most records, active means well fitted curve in the direction sought with a large enough effect; inconclusive means small, poorly fitted or top-dose-only effect, or another doubt; inactive means no such curve, though single readings can be large; an effect the other way counts as inactive or inconclusive. On the % scale 0 is the no-effect control and ±100 the full control effect; potency means the concentration at half of the fitted maximal effect. Not all compounds are listed; count on the stated rates, not on these rows.
# Sample of the layout, two compounds:
SMILES,GCN5L2 inh,TDP1 inh,DT40 TDP1 no CPT
Cc1nn(C(C)(C)C)c(N)c1-c1ccccc1,-7%,3%,3%
O=C(Nc1cc(Cl)ccc1N1CCOCC1)c1ccncc1,-4%,0%,-16%

# Main list, from the first entry:
SMILES,GCN5L2 inh,TDP1 inh,DT40 TDP1 no CPT
Cc1nn(C(C)(C)C)c(N)c1-c1ccccc1,-7%,3%,3%
O=C(Nc1cc(Cl)ccc1N1CCOCC1)c1ccncc1,-4%,0%,-16%
CC(C)c1ccc(N(C(=O)c2ccco2)C(C(=O)NC2CCCC2)c2cccnc2)cc1 (centres undefined),1%,3%,?
NC(=O)c1nsc(C(=O)N(CCc2ccccc2)C(C(=O)NC2CCCC2)c2ccco2)c1N (centres undefined),-1%,2%,?
COC(=O)c1ccc(Sc2ccc(C)cc2)c(N)c1,-25%,-2%,-24%
Cc1ccc2nc(-c3cccc(Br)c3)cc(C(=O)NC3=NCCS3)c2c1,-2%,5%,?
O=C(CC12CC3CC(CC(C3)C1)C2)NCC(=O)N1CCCC1,3%,0%,-27%
COC(=O)C1CCN(C(=O)C2CCCCC2)CC1,3%,4%,-7%
COc1ccc(C(=O)COC(=O)COc2cc(C)cc(C)c2)cc1,-10%,-1%,1%
CCCCC(CC)C1OCC(C[N+]2(C)CCOCC2)O1 (centres undefined),1%,0%,-19%
Cc1c(N2C(=O)C3C4C=CC(C5CC45)C3C2=O)c(=O)n(-c2ccccc2)n1C (centres undefined),-4%,.,6%
O=Cc1ccc(C(=O)OCC(=O)N2CCCC2)cc1,-1%,3%,-11%
Cn1cccc1CC(=O)N/N=C/C(Cl)=C/c1ccccc1,3%,6%,?
Cc1ccc(CCN2CC(C(=O)O)CC2=O)cc1 (centres undefined),1%,2%,0%
O=C1NC2(CCc3ccccc3C2)C(=O)N1CCOc1cccc(Cl)c1 (centres undefined),-4%,3%,-20%
CCC(=O)/C(=C(/O)c1ccccc1)c1nc2ccccc2[nH]1,-5%,-1%,0%
COc1cc(/C=C(/NC(=O)c2ccccc2)C(=O)N2CCOCC2)c([N+](=O)[O-])cc1OC,2%,2%,2%
CCC(SCC(=O)OC)C(=O)Nc1nnc(C(C)C)s1 (centres undefined),-8%,5%,-22%
CCN(CC)c1ccc(NC(=O)C2CC(=O)N(Cc3ccccc3)C2)cc1 (centres undefined),-21%,3%,12µM*
CC(C)=CCC1=C(O)c2ccccc2C(=O)C1=O,0%,8%&9%,?
Cc1cc(C)nc(NN=C2CCCC2)n1,-1%,-2%,-3%
CCC(C(=O)Nc1ccc([N+](=O)[O-])cn1)c1ccccc1 (centres undefined),2%,.,?
CC(C)(CO)NCC#Cc1ccccc1,-5%,5%,10%
CC(C)CCC(=O)N1CCOC1=O,-3%,.,-4%
CCc1ccc(N=Nc2ccc(O)c3[nH]cnc23)cc1,2%,3%,23µM*
Cc1cc(NC(=O)CSc2nnc(-c3c[nH]c4ccccc34)n2-c2ccc(Cl)cc2)no1,-1%,1%,-25%
COc1ccc(CCNC(=O)COC(=O)/C=C/c2ccc(OC)cc2OC)cc1,-11%,1%,?
CC(Sc1nnc(-c2ccc(Cl)cc2)n1N)C(=O)NCC1CCCO1 (centres undefined),-2%,0%,7%
CCOc1ccc(C(=O)NCC(=O)OCc2c(F)cccc2Cl)cc1,0%,2%,?
CCN(CC)c1ncnc2sc(C(=O)N3CCN(c4ccccc4)CC3)c(C)c12,-5%,3%,?

# 3 entries already listed, arranged by SMILES length, high to low.
SMILES,GCN5L2 inh,TDP1 inh,DT40 TDP1 no CPT
CCC(=O)/C(=C(/O)c1ccccc1)c1nc2ccccc2[nH]1,-5%,-1%,0%
CCOc1ccc(C(=O)NCC(=O)OCc2c(F)cccc2Cl)cc1,0%,2%,?
CC(C)=CCC1=C(O)c2ccccc2C(=O)C1=O,0%,8%&9%,?

# Next section:
SMILES,GCN5L2 inh,TDP1 inh,DT40 TDP1 no CPT
CCc1ccc(NC(=O)C(CC)n2c(=O)c(-c3ccccc3NC(C)=O)nc3ccccc32)cc1 (centres undefined),-2%,6%,23µM*
CCn1c(CNC(=O)c2ccccc2F)nnc1SCC(=O)NC1CCCCC1,?,3%,-12%
COc1ccc(CCNC(=O)CSc2nc(N)cc(=O)[nH]2)cc1OC,1%,4%,-8%
CC1(CC(=O)N/N=C/c2ccc(-c3cccc(C(F)(F)F)c3)o2)OCCO1,-7%,4%,?
CC(C)(C)n1nnnc1C(c1cccc(C#N)c1)N1CCC(Cc2ccccc2)CC1 (centres undefined),-23%,7%,?
CCCCCC(=O)N1CCN(S(=O)(=O)c2ccc3c(c2)OCCO3)CC1,2%,4%,-20%
COc1ccc(S(=O)(=O)n2nc(C)c(S(=O)(=O)N3CCCCCC3)c2C)cc1OC,-11%,2%,-1%
C#Cc1ccc(CN2CCC(Oc3cc(C(=O)NC4CC4)ccc3OC)CC2)cc1,-6%,.,?
COc1ccccc1NC(=O)CN(Cc1ccco1)C(=O)c1cncc(Br)c1,2%,3%,-31%
NC(=O)Cn1c(=O)n(CCCCCC(=O)NCc2ccc(F)cc2)c(=O)c2sccc21,-2%,1%,-1%
COc1ccccc1CNc1ncnc2c1c(-c1ccccc1)cn2-c1ccc(Br)cc1,-7%,5%,?
Nc1nnc(CC(=O)N/N=C/c2ccccc2OCc2ccc(F)cc2)s1,1%,3%,?
O=[N+]([O-])c1cccc(/C(=N/N=C/c2ccccc2Br)C23CN4CN(CN(C4)C2)C3)c1,-1%,0%,-5%
COc1ccc(C(C)=O)cc1CSc1nc(NCCc2ccccc2)c2ccccc2n1,-12%,0%,10µM*
CN(C)CCCN(C(=O)c1ccc(S(=O)(=O)N2CCCCCC2)cc1)c1nc2cc3c(cc2s1)OCCO3,0%,.,?
Cc1cc2[nH]c(=O)c(=O)[nH]c2cc1S(=O)(=O)NCc1ccc(Cl)cc1,?,.,2%
CC1=CCC2C(=O)N(c3nc(C)cc(C)n3)C(=O)C2C1 (centres undefined),1%,1%,-11%
O=C(NCc1ccco1)/C(=C\c1ccco1)NC(=O)c1ccc(Br)o1,0%,-14%,-4%
CCOc1ccc2nc(NS(C)(=O)=O)sc2c1,0%,1%,-13%
C=CCNc1ncnc2c1[nH]c1ccc(C)cc12,-1%,0%,21µM*
O=C(C1CCCN(C2CC(=O)N(c3ccc(Cl)cc3)C2=O)C1)N1CCCC1 (centres undefined),0%,3%,-11%
Cc1ccc(O)c(CP(=O)(c2ccccc2)c2ccccc2)c1,-5%,3%,?
Cc1ccccc1N1CCN(S(=O)(=O)c2ccc3ccccc3c2)CC1,-8%,0%,?
CCOc1ccc(S(=O)(=O)NCCC(=O)NCC(c2ccc(OC)cc2)N2CCCC2)cc1 (centres undefined),-2%,2%,2%
O=C(COC(=O)c1n[nH]c2ccccc12)NC(=O)NC1CCCC1,-5%,0%,-23%
COCc1cc(=O)[nH]c(/N=C(\N)Nc2cccc(C)c2)n1,-7%,4%,1%
COc1ccccc1-n1cnnc1SC(C)C(=O)Nc1ccc(NC(C)=O)cc1 (centres undefined),-9%,0%,9%
O=C(/C=C/c1ccccc1)Nc1cccnc1Oc1ccccc1F,-12%,4%,-20%
COc1ccc(-c2cc(C)no2)cc1S(=O)(=O)NCC1CCN(Cc2cc(C)ccc2C)CC1,-7%,5%,?
CCN=C1S/C(=C\c2cc(Br)ccc2OCC(=O)OCC)C(=O)N1CC,-4%,3%,?
CN1CCN(CCOC2Cc3ccccc3Sc3ccc(Cl)cc32)CC1 (centres undefined),-5%,11%,21µM*
COc1ccc(-n2ccnc(NCc3ccccc3OC)c2=O)cc1,1%,11%,?
CCN(CC(=O)NCc1ccc(Cl)cc1)C(=O)CSCC(=O)Nc1cccc(C)c1,-23%,2%,12%
COCCn1c(C)cc(/C=C2/NC(=O)N(c3ccc(Cl)cc3)C2=O)c1C,-5%,5%,14%
CCn1c(SCC(=O)NC(C)C)nnc1-c1cccs1,-1%,2%,-14%
CCCCNC(=O)C1CCN(Cc2ccccn2)CC1,0%,-1%,2%
CCN1CCN(C/C(C)=C/c2ccccc2)CC1,-6%,.,15%
COC(=O)c1ccccc1NC(=O)N1CSC[C@H]1C(=O)OC,-5%,-2%,-10%
CC(C)CCn1c(Oc2ccc(Cl)cc2)nc2c1c(=O)n(C)c(=O)n2C,-4%,1%,?
CCS(=O)(=O)N1CCN(c2ccnc3cc(Cl)ccc23)CC1,-5%,0%,?
O=C1CN(C(=O)/C=C/c2cccc(Cl)c2)c2ccccc2N1,-2%,2%,-28%
COc1cccc(CNC(=O)C2CCCN(S(=O)(=O)c3ccc4c(ccn4C)c3)C2)c1 (centres undefined),0%,7%,?
O=C(O)c1cc(=O)n(Cc2ccccc2)c(=O)[nH]1,1%,.,-2%
Cc1cccnc1NC(=O)c1ccc2c(c1)OCCO2,-2%,1%[0.505 µM],-9%
COc1cc(-c2nc(Cc3c(F)cccc3Cl)no2)cc(OC)c1OC,-12%,8%,-10%
CCOC(=O)c1cc(C(=O)NNC(=O)c2cccc([N+](=O)[O-])c2)c(C)nc1C,1%,-1%,1%
CCCN1C(=O)c2ccccc2NC1c1ccc(OC)c(COc2cccc(OC)c2)c1 (centres undefined),.,0%,16µM*
O=C(/C=C/c1cccc([N+](=O)[O-])c1)NCc1ccccc1,-9%,3%,-9%
Cc1cc(C)cc(NC(=O)CN(c2ccc(F)cc2)S(C)(=O)=O)c1,0%,5%,?
Cc1cc(-c2ccc(C)c(S(=O)(=O)NCCc3ccccc3)c2)on1,0%,3%,?
C/[N+]([O-])=C1\Cc2ccccc2C1=O,-5%,-5%,-4%
O=C(NCc1cccnc1)c1ccc(NC(=O)c2ccco2)cc1,?,-1%,13%
COc1cc(C(=O)N[C@H](C(=O)NC2CCCCCC2)C(C)C)cc(OC)c1OC,1%,2%,-25%
O=C(Cc1ccccc1)NC1CCS(=O)(=O)C1 (centres undefined),-9%,5%,-26%
O=C(NCc1ccco1)c1ccc(Cl)nc1,-21%,-11%,12%
COc1ccc(OC)c(/C=C/C(=O)OCC(=O)NCc2ccccc2)c1,-5%,-7%,-24%
c1ccc(-c2csc(Nc3ccccn3)n2)cc1,0%,6%,?
COc1ccc(CN(C)C(=O)Cn2ccsc2=N)cc1OC,-4%,.,3%
CC(C)(C)c1cc(N2CCOCC2)n2ncc(-c3ccccc3)c2n1,35%[activator],.,-8%
COc1ccc(C(=O)O)cc1S(=O)(=O)Nc1ccc(C)cc1,-3%,5%,0%

# Retrieved by structure from above (7):
SMILES,GCN5L2 inh,TDP1 inh,DT40 TDP1 no CPT
O=C(Cc1ccccc1)NC1CCS(=O)(=O)C1 (centres undefined),-9%,5%,-26%
c1ccc(-c2csc(Nc3ccccn3)n2)cc1,0%,6%,?
Cc1cc(-c2ccc(C)c(S(=O)(=O)NCCc3ccccc3)c2)on1,0%,3%,?
O=C(/C=C/c1cccc([N+](=O)[O-])c1)NCc1ccccc1,-9%,3%,-9%
O=C(NCc1ccco1)c1ccc(Cl)nc1,-21%,-11%,12%
COc1cc(C(=O)N[C@H](C(=O)NC2CCCCCC2)C(C)C)cc(OC)c1OC,1%,2%,-25%
Cc1cc(C)cc(NC(=O)CN(c2ccc(F)cc2)S(C)(=O)=O)c1,0%,5%,?

# (cont.)
SMILES,GCN5L2 inh,TDP1 inh,DT40 TDP1 no CPT
O=C(c1ccccc1)N1N=C(c2ccco2)CC1c1cccs1 (centres undefined),-10%,.,21µM*
CN1CCN(NC(=O)c2cc(Br)ccc2Cl)CC1,-8%,3%,-5%
O=C(Cc1ccc([N+](=O)[O-])cc1)c1ccc(O)cc1O,-3%,4%,-25%
CCOc1ccc(CNC(=O)C2CCN(S(=O)(=O)N3CCC(C)CC3)CC2)cc1OC,-9%,3%,?
O=C(N/N=C/c1cc([N+](=O)[O-])cc([N+](=O)[O-])c1O)C(O)(c1ccccc1)c1ccccc1,0%,-3%,4%
COc1ccc([C@H]2CC(=O)C=C(c3cccc(C#N)c3)C2)cc1,-5%,0%,?
COc1cc(CNCCN(C)C)c(Br)cc1OCC(=O)NCc1ccccc1,-2%,-5%,-25%
CN(C)S(=O)(=O)c1cccc(NC(=S)NC2CCCCC2)c1,0%,-1%,-8%
O=C(Cc1csc2nc(-c3ccccc3)cn12)NCc1ccc(F)cc1,-3%,-9%,-11%
C=CCN(c1ccccc1)S(=O)(=O)c1cccc(C(=O)NCC(c2cccs2)N2CCOCC2)c1 (centres undefined),-5%,2%,7.3µM*
Cc1csc(=Nc2ccc(S(=O)(=O)N3CCOCC3)cc2)n1Cc1ccco1,-15%,8%,23µM*
